# HEK293 cAMP cs – counter-screen for TSHR agonists: cAMP increase in parental HEK293 | parental HEK293 CNG cAMP sensor, membrane potential fluorescence | Potency, µM (titrated, usually from 57.1 µM), without a hit: top-dose activation, hits mostly activators | 73,000 compounds, 2.5% hits | AID 938; further: potency means the concentration at half of the fitted maximal effect; % of control where 0% means no effect; nearly all actives have a fitted effect of over 55% in size
#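 Parental HEK 293 cells stably expressing a cAMP-gated CNG channel were loaded with membrane potential dye containing 100 uM RO 20-1724 for 60 min. Compound added for 30 min; depolarization read as fluorescence intensity at 590 nm.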
# BRCT inh red – BRCT-phosphoprotein interaction inhibition (red fluorophore); P38398; BRCT-phosphopeptide binding, red fluorescence polarization; Potency, µM (doses to about 76.9 µM), inactives show at the top dose activity change, negative = inhibition, usual class: inhibitors; 75,000 compounds, 0.03% hits; AID 892; further: on the % scale 0 is the no-effect control and ±100 the full control effect
#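 Fluorescence polarization: 100 nM His-tagged BRCA1 BRCT with 100 nM TAMRA-labelled phospho-BACH1 decapeptide, phosphate buffer pH 7.3 with 150 mM NaCl, DTT, 0.01% Tween 20; 12 min RT. Binding inhibition seen as FP decrease.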
# A350 autofl – compounds fluorescent in Alexa 350 spectral region; Compound autofluorescence, 340/450 nm, Alexa 350 dye-equivalents; stronger effect = higher value; max dye-equivalent concentration, M; 59,000 compounds, 11% hits; in the data active means max dye-equivalent concentration above about 10 nM; inconclusive means mostly about 1.1 nM to 9.6 nM
# FLuc inh – blocks Photinus pyralis firefly luciferase activity; purified firefly luciferase, luminescence, 8 min; P08659; 72,000 compounds, 2.2% hits; AID 411; Potency, µM (doses to about 57.1 µM), for inactives: at the top dose activity change, negative = inhibition, hits mostly inhibitors; further: potency means the concentration at half of the fitted maximal effect; on the % scale 0 is the no-effect control and ±100 the full control effect; nearly all actives have a fitted effect of over 40% in size
#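 Substrate buffer containing 10 uM ATP (pH 7.2 imidazole, Mg2+, KCl, detergent, BSA) is dispensed, compound pinned in, then luciferase/luciferin detector mix added. After 8 min at ambient temperature, light output is measured.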
# Casp7 inh – blocks human caspase-7 allosterically or competitively | P55210 | recombinant caspase-7, Ac-DEVD-AFC fluorescence rate | Potency, µM (top dose mostly 57.5 µM), inactives show at the top dose activity change, negative = inhibition, most hits filed as inhibitors | 75,000 compounds, 0.02% hits; active means well fitted inhibition curve with a large enough effect in the main read-out, with a control signal flat, not every such curve was filed as active; inconclusive means small, poorly fitted or top-dose-only effect, or a change in a side signal; further: potency means the concentration at half of the fitted maximal effect; % of control where 0% means no effect
# Target sequence (P55210 24-198 limits assumed): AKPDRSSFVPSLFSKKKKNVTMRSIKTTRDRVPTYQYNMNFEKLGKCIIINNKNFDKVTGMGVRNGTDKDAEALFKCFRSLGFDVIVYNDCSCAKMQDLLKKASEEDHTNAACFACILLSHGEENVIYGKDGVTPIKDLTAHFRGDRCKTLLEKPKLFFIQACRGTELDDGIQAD
# Target sequence (P55210 207-303 limits assumed): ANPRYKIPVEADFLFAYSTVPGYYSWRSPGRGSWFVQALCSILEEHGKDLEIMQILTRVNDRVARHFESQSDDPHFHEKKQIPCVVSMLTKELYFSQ
# CRE-bla Fsk – modulators of forskolin-stimulated CRE signaling in CHO cells; CHO CRE-bla reporter (cAMP response element driving beta-lactamase), forskolin EC10, beta-lactamase ratio; Potency, µM (series often up to 38.2 µM), without a hit: at the top dose activity change, negative = inhibition, most hits filed as activators; 71,000 compounds, 2.5% hits; AID 662; active means well fitted activation curve with a large enough effect in the signal ratio, with a control signal flat, not every such curve was filed as active; inconclusive means small, poorly fitted or top-dose-only effect, or effect the other way, or a change in a side signal; the % refers to the signal ratio; further: potency means the concentration at half of the fitted maximal effect; % of control where 0% means no effect
#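 Cells were plated overnight at 37 °C, exposed to compound titrations plus EC10 NKH 477 for 3 h, then given CCF4 dye for 2 h at room temperature. Blue/green (460/530 nm) ratio was converted to %Activity and AC50 values calculated.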
# Tau filament bind – tau filament binding. P10636. recombinant tau filaments, thioflavin S fluorescence, 15 h; filaments grown with octadecylsulfate alongside compound. Potency, µM (titrated, usually from 57.1 µM), inactives show top-dose activity change, negative = inhibition. 71,000 compounds, 2% hits;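 further: potency means the concentration at half of the fitted maximal effect; on the % scale 0 is the no-effect control and ±100 the full control effect; actives lower thioflavin S fluorescence by blocking filaments or displacing dye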
#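 Read-out: ThS fluorescence, 450 nm excitation/510 nm emission; lower signal marks blocked filament formation or displaced dye. Tau at 1 uM with 30 uM ODS, 10 uM ThS, 5 mM DTT, 100 mM NaCl, 10 mM HEPES pH 7.4; 15 h, 37 C.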
# Casp1 inh – blocks human caspase-1 allosterically or competitively; AID 900; Potency, µM (top dose mostly 57.5 µM), for inactives: top-dose activity change, negative = inhibition, most hits filed as inhibitors; 75,000 compounds, 0.03% hits; Caspase-1 enzyme, Ac-WEHD-AFC fluorogenic rate; P29466;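 further: potency means the concentration at half of the fitted maximal effect; plate controls were vehicle for no effect and no substrate for full effect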
# BRCT inh green – inhibitors of human BRCA1 BRCT-phosphoprotein interaction (green fluorophore) | P38398 | BRCA1 BRCT-phosphopeptide binding, green fluorescence polarization | Potency, µM (highest dose often 76.9 µM), inactives show at the highest dose activity change, negative = inhibition, actives largely listed as inhibitors | 75,000 compounds, 0.05% hits | AID 875;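 further: potency means the concentration at half of the fitted maximal effect; plate controls were peptide without protein for full effect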
#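 Compounds were incubated for 12 min at room temperature with a complex of 100 nM fluorescein-tagged pBACH1 decapeptide and 250 nM His-tagged BRCT protein. Buffer was phosphate pH 7.3 with EDTA, DTT and Tween 20. Disruption of binding lowers the polarization signal.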
# ERK AVP block – blocks ERK signaling stimulated by vasopressin; Potency, µM (doses to about 57.5 µM), inactives show top-dose activity, negative = inhibition, hits mostly inhibitors; AID 995; HEK293-V1b, vasopressin-stimulated pERK AlphaScreen; 72,000 compounds, 0.99% hits; further: potency means the concentration at half of the fitted maximal effect; on the % scale 0 is the no-effect control and ±100 the full control effect; nearly all actives have a fitted effect of over 55% in size
#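 Phosphorylated ERK1/2 detected via AlphaScreen bead proximity in lysates of V1b-expressing HEK293 cells given 25 nM vasopressin for 5 min after 30 min compound exposure (37 °C). AC50 from Hill equation; basal DMSO 0%, vasopressin 100%.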
# USP2a inhib – blocks human ubiquitin-specific protease USP2a; USP2a enzymatic assay, qHTS inhibition; Potency, µM (top dose mostly 38.3 µM), for the others: at the top dose activity change, negative = inhibition, most hits filed as inhibitors; 60,000 compounds, 0.1% hits; O75604; AID 927;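 further: potency means the concentration at half of the fitted maximal effect; nearly all actives have a fitted effect of over 60% in size; plate controls were DMSO for no effect and NEM full inhibition control for full effect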
# Target sequence (O75604 whole entry, looked up): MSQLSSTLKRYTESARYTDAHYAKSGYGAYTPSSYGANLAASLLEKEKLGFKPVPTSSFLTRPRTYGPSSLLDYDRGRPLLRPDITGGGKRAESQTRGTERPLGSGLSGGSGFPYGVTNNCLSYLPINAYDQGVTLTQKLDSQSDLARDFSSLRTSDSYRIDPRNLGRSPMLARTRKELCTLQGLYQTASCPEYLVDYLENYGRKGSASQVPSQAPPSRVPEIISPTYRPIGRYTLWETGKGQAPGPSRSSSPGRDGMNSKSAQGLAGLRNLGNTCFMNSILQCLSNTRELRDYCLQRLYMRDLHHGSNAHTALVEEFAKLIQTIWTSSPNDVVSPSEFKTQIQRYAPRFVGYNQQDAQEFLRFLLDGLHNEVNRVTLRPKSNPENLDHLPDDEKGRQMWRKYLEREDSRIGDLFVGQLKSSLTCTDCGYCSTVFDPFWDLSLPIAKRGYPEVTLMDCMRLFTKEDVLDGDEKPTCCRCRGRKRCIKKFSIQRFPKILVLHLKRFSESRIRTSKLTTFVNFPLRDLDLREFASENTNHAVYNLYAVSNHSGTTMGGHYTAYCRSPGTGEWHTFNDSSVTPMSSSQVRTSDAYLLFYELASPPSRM
#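 20 nM USP2 core + cpd, 30 min RT; add 20 nM Ub-PLA2/20 uM NBD C6-HPC; read Ex460/Em535 at 0 h and 2.5 h. Normalized to NEM; qHTS curve fit/classification.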
# * marks the source's active call; other numbers are inactive results; i = inactive; ? = inconclusive; · = no result given; [ ] = dose if it differs, or a comment. Unless noted, the call rests on the fitted dose curve; in most records, active means well fitted curve in the direction sought with a large enough effect; inconclusive means small, poorly fitted or top-dose-only effect, or another doubt; inactive means no such curve, though single readings can be large; an effect the other way counts as inactive or inconclusive.
SMILES,HEK293 cAMP cs,BRCT inh red,A350 autofl,FLuc inh,Casp7 inh,CRE-bla Fsk,Tau filament bind,Casp1 inh,BRCT inh green,ERK AVP block,USP2a inhib
Cc1ccc2nc(-c3ccccn3)cc(C(=O)N3CCN(c4ncccn4)CC3)c2c1,23%,1.1%,i,5%,0%,9%,-1%,-1%,0.3%,-20%,19%
CCOC(=O)c1cc2oc(C)cc2n1CC(=O)OC1CCCCC1,?,-0.6%,i,-2%,-9%,-1%,-18%,-7%,5.7%,68%[activator],3%
Cc1ccnc(N2C(=O)c3ccccc3C2Nc2ccc3c(c2)OCCO3)c1 (stereo unspecified),21%,-3.3%,·,-5%,0%,-2%,-6%,-5%,0.6%,·,·
Cc1cc(=O)oc2cc(OC(C)C(=O)N3CCCc4ccccc43)ccc12 (stereo unspecified),25µM*,-5.9%,4.6e-08M*,-5%,2%,5%,7%,-1%,20%,-25%,53%[activator]
CCOc1ccc(-c2nc(N)ncc2-c2ccccc2)c(O)c1,10%,0.1%,i,3%,-1%,-2%,6%,-1%,-1.8%,12%,3%
CCN(CC)C(=O)c1sc(NC(=O)c2ccco2)c(C#N)c1C,5%,-1.0%,i,-5%,1%,19%,5%,-4%,-0.5%,-5%,1%
CS(=O)(=O)c1ccc2nc(NC(=O)c3cccs3)sc2c1,2%,-1.9%,?,1µM*,0%,20%,7%,-2%,0.3%,-6%,-2%
C=CCSC1=NC(N)=C(C#N)C2(CCCCC2)C1C(N)=O (stereo unspecified),21%,-0.4%,·,2%,-1%,-1%,-16%,-3%,0.0%,-7%,4%
Cn1c(-c2ccccc2)cc2c3no[n+]([O-])c3ccc21,5%,-3.9%,i,-6%,-5%,20%,10µM*,-4%,-3.8%,-33%,-12%
O=S(=O)(NC1CCCC1)c1cccc(S(=O)(=O)N2CCC(n3nnc4ccccc43)CC2)c1,7%,-2.0%,i,3%,-2%,-2%,2%,0%,2.1%,-1%,253%[activator]
CC1CC(C)(C)NC(=O)O1 (stereo unspecified),-3%,-0.8%,i,0%,7%,2%,-6%,1%,-1.4%,3%,2%
C=CCOc1c(Cl)cc(C2NC(=O)NC(C)=C2C(=O)OC)cc1Cl (stereo unspecified),18%,-1.1%,?,1%,-1%,-1%,-8%,-1%,0.5%,-19%,11%
COc1cccc(NC(=O)c2ccccc2-c2nc(-c3ccccc3)no2)c1,10µM*,-0.5%,i,-4%,-1%,?,63%,-3%,-1.1%,-14%,11%
Cc1ccc(Cn2nc(C)c(NC(=O)c3cc(-c4ccc5c(c4)OCO5)on3)c2C)cc1,6%,-1.4%,?,0%,-2%,11%,326%,-2%,0.8%,-8%,29%
COC(=O)c1ccc(C(NC(=O)OCc2ccccc2)/C(I)=C/[C@@H](C)C(=O)NCC2CC2)cc1 (stereo partly specified),?,0.8%,·,·,-2%,-18%,27%,-3%,-2.3%,-8%,·
CCCCCCn1c(SCCC)nc2c1c(=O)[nH]c(=O)n2C,29%,1.3%,i,-8%,1%,16%,4%,-1%,-1.6%,?,·
CC(C)Cn1c(N)c(C(=O)COC(=O)c2ccc3ccccc3n2)c(=O)n(C)c1=O,15%,-0.8%,i,-16%,-1%,1.3µM*,-11%,-3%,0.4%,12%,42%[activator]
CCC(C)(C(=O)NC1CCCCC1)N(C(=O)c1cnccn1)c1c(C)n(C)n(-c2ccccc2)c1=O (stereo unspecified),6%,0.7%,i,1%,1%,?,-2%,1%,-2.6%,26%,5%
O=C1CC(c2ccccc2)C(=O)N1c1cccc(O)c1 (stereo unspecified),-1%,0.8%,i,-1%,-1%,-12%,-10%,0%,0.3%,-13%,8%
CC(C)Cc1nnc(NC(=O)CCN2C(=O)c3ccccc3C2=O)s1,?,-1.9%,·,1%,-1%,?,1%,-5%,0.9%,·,·
CCCn1nnnc1NCc1cccn1C,-3%,-0.4%,i,2%,-1%,0%,3%,0%,-0.3%,-19%,10%
CCNS(=O)(=O)c1ccc(NC(=O)c2cc(C(F)(F)F)nn2C)cc1,-2%,-0.5%,i,1%,-2%,7%,-9%,-2%,-1.6%,-8%,-9%
CCOC(=O)c1nnn(-c2nonc2N)c1-c1cccs1,6%,-0.2%,i,-2%,0%,-8%,-8%,0%,-0.8%,-9%,5%
Cc1noc(C)c1C(=O)NCCCc1ccccc1,6%,0.1%,·,·,1%,·,·,-7%,-1.9%,·,·
COc1cccc(Cn2c(=O)c(-c3ccccc3)nc3cncnc32)c1,-2%,-2.6%,i,0%[11.4 µM],-14%,?,20µM*,-12%,0.2%,-15%,59%[activator]

# Molecules above that contain an aryl methoxy group, in the order listed:
SMILES,HEK293 cAMP cs,BRCT inh red,A350 autofl,FLuc inh,Casp7 inh,CRE-bla Fsk,Tau filament bind,Casp1 inh,BRCT inh green,ERK AVP block,USP2a inhib
COc1cccc(NC(=O)c2ccccc2-c2nc(-c3ccccc3)no2)c1,10µM*,-0.5%,i,-4%,-1%,?,63%,-3%,-1.1%,-14%,11%
COc1cccc(Cn2c(=O)c(-c3ccccc3)nc3cncnc32)c1,-2%,-2.6%,i,0%[11.4 µM],-14%,?,20µM*,-12%,0.2%,-15%,59%[activator]

# The listing picks up, starting five compounds before the break.
SMILES,HEK293 cAMP cs,BRCT inh red,A350 autofl,FLuc inh,Casp7 inh,CRE-bla Fsk,Tau filament bind,Casp1 inh,BRCT inh green,ERK AVP block,USP2a inhib
CCCn1nnnc1NCc1cccn1C,-3%,-0.4%,i,2%,-1%,0%,3%,0%,-0.3%,-19%,10%
CCNS(=O)(=O)c1ccc(NC(=O)c2cc(C(F)(F)F)nn2C)cc1,-2%,-0.5%,i,1%,-2%,7%,-9%,-2%,-1.6%,-8%,-9%
CCOC(=O)c1nnn(-c2nonc2N)c1-c1cccs1,6%,-0.2%,i,-2%,0%,-8%,-8%,0%,-0.8%,-9%,5%
Cc1noc(C)c1C(=O)NCCCc1ccccc1,6%,0.1%,·,·,1%,·,·,-7%,-1.9%,·,·
COc1cccc(Cn2c(=O)c(-c3ccccc3)nc3cncnc32)c1,-2%,-2.6%,i,0%[11.4 µM],-14%,?,20µM*,-12%,0.2%,-15%,59%[activator]
CC(C)OC(=O)CSc1nc2cccnc2n1C1CCCCC1,16µM*,0.1%,i,2%,4%,?,-1%,-5%,-1.6%,20%,-3%
CC(=O)Nc1c(O)nc(SCC(=O)N2CCN(c3ccc(F)cc3)CC2)[nH]c1=O,2%,0.5%,i,2%,-1%,-17%,7%,-2%,-1.3%,-1%,-2%
CCOC(=O)c1ccc(-n2c(-c3ccco3)nc3ccccc3c2=O)cc1,?,0.3%,i,0%,0%,-2%,-1%,0%,0.6%,-14%,26%
COc1ccc(NC(=O)c2oc3ccccc3c2NC(=O)COc2ccccc2OC)c(OC)c1,7%,-0.1%,8.5e-08M*,-20%,0%,4%,17%,-1%,0.0%,-2%,28%
CCOC(=O)c1sc(C)c2c1NC1(CCCCC1)NC2=O,16%,-0.7%,1.3e-07M*,-2%,-3%,?,-25%,-3%,-1.9%,-23%,-8%
COc1ccc(S(=O)(=O)N2CCC(C(=O)N3CCCC3)CC2)cc1,?,0.6%,i,3%,1%,2%,3%,-1%,-1.6%,11%,·
CCCOc1ccc(C(=O)NCCCn2ccnc2)cc1,2%,-1.1%,i,-4%,0%,4%,12%,1%,-0.1%,18%,8%
Cc1cccc(OCC(=O)Nc2ccc3c(c2)OCCO3)c1,18%,1.2%,i,13µM*,-2%,-6%,-4%,0%,0.9%,-2%,7%
O=C(CN(Cc1ccc2c(c1)OCO2)C(=O)CNS(=O)(=O)c1ccccc1)NCc1ccco1,4%,0.5%,i,-2%,0%,-7%,5%,0%,0.5%,3%,11%
CCCCCOc1ccc(CN2CCOCC2)cc1Cl,?,0.0%,i,25µM*,0%,19%,5%,0%,-1.5%,8%,·
c1ccc(CCc2ccccc2-c2nc(-c3ccccn3)no2)cc1,25µM*,0.0%,?,1%,-2%,?,125%,-2%,3.4%,8%,?
COC(=O)c1[nH]c2cccc(OC)c2c1NC(=O)CN1CCOCC1,-5%,-0.8%,1.8e-08M*,0%,-1%,1%,3%,-1%,0.5%,-12%,-1%
Cn1c(=O)c(C(=O)Nc2ccccn2)c(O)c2ccccc21,22%,-0.4%,i,-6%,0%,-3%,16%,3%,-2.5%,-4%,136%[activator]

# Compound activity: PubChem BioAssay, National Center for Advancing Translational Sciences (NCATS)
